Rtt109 HAT inh = inhibitors of C. albicans Rtt109/Vps75 HAT, primary screen, biochemical, ThioGlo CoA-SH fluorescence, plate reader; AID 540336, 2011; 330,000 compounds, 0.16% hits; Histone acetyltransferase RTT109 (Candida albicans (strain SC5314 / ATCC MYA-2876)), …; inhibition, % at 34.9 µM; purified Rtt109/Vps75, 4 h;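 active = inhibition of at least 50% in every replicate; inconclusive = best replicate reaches 50% inhibition but some replicates fall short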
CDK5 p35 inh = inhibitors of human CDK5/p35 kinase, primary screen, biochemical, single concentration | Recombinant CDK5/p35, ADP-Glo luminescence, 60 min | inhibition, % at 10 µM | 330,000 compounds, 0.01% hits;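 active = highest replicate inhibition of at least 50% and at least 75% of replicates reaching 50%; inconclusive = only one of the two criteria met; inactive = both criteria failed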;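 also: plate controls were DMSO neutral control for no effect and GW8510 at 10 µM for full effect; many of its hits are not listed in these tables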
C-LANA FP = inhibitors of KSHV C-LANA binding to DNA, primary screen, biochemical, fluorescence polarization, FAM-LBS DNA, MBP-C-LANA, single point | 340,000 compounds, 0.078% hits | inhibition, % at 9 µM | AID 504423, 2011 | Kaposi's sarcoma herpesvirus LANA C-terminal domain (residues 932-1162) DNA binding;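 active = highest replicate inhibition at or above 60% at 9 µM, even if other replicates fall short; inactive = all replicates below 60% inhibition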;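 also: 0% = neutral control wells and 100% = 4 µM acridine orange control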
dFosB activator = activators of delta FosB homodimer, primary screen, biochemical, fluorescence polarization, TAMRA-CDK5 oligo, single point | Protein FosB (Mus musculus), P13346 | 340,000 compounds, 0.99% hits | activation, % at 25 µM | purified delta FosB; percent of positive-control signal above neutral wells;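 active = mean activation above about 17%, with every replicate also reaching it, limit read from the data, passing the limit was not always enough; inconclusive = only one of the two conditions met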;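 also: fluorescence polarization rise as delta FosB binds a TAMRA Cdk5 AP-1 oligo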
PfHsp90 yeast 2 = growth inhibition of PfHsp90-expressing yeast, primary screen, antimalarial PfHsp90 inhibitor project, S. cerevisiae, BacTiter-Glo luminescence, single point, set 2. AID 504621, 2011. inhibition, % at 9.4 µM. BacTiter-Glo ATP, 48 h; yeast lacking PDR1 and PDR3 efflux regulators. 310,000 compounds, 0.32% hits;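 active = every replicate shows inhibition above about 80%, whatever the replicate mean, limit read from the data; inconclusive = mean inhibition reaches the set limit but some replicate falls short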;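 also: 0% = DMSO neutral controls and 100% = 20 µM radicicol positive controls; yeast relying on Plasmodium falciparum Hsp90 in place of its own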
NSD2 HMT inh = NSD2 histone methyltransferase inhibitors, primary screen, biochemical, AlphaScreen, single concentration, set 2; 310,000 compounds, 0.54% hits; NSD2 peptide methylation, 120 min; Histone-lysine N-methyltransferase NSD2 (Homo sapiens), O96028; AID 743445, 2014; inhibition, % at 12.5 µM; in the data active = inhibition above about 50%
PvdQ inh = P. aeruginosa PvdQ acylase inhibitors, primary screen, biochemical, fluorescence, plate reader and imaging, single point | inhibition, % at 10 µM | purified PvdQ acylase | 340,000 compounds, 0.063% hits; in the data active = inhibition above about 30%, passing the limit was not always enough; inconclusive = no clear call, values can overlap the other calls;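 also: 0% = vehicle neutral wells and 100% = reference inhibitor wells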
Keap1-Nrf2 PPI = Keap1-Nrf2 protein-protein interaction inhibitors, primary screen, biochemical, fluorescence polarization, single point; Kelch-like ECH-associated protein 1 (Homo sapiens), Q14145; Keap1 Kelch-Nrf2 peptide fluorescence polarization, 1536-well; inhibition, % at 9.4 µM; 340,000 compounds, 0.15% hits; AID 504523, 2011; in the data active = inhibition above about 12%; inconclusive = no clear call, values can overlap the other calls; inactive = below about 7.3%;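 also: human Keap1 Kelch domain with fluorescein labeled Nrf2 9mer peptide probe; 0% = neutral control wells and 100% = peptide positive control; higher means more block of Keap1 binding to Nrf2 peptide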
cardiac RTF act = cardiac RTF calcium sensitivity activators, primary screen, biochemical, IANBD-TnC fluorescence, EC20 calcium. 340,000 compounds, 0.24% hits. AID 493008, 2010. IANBD-labeled TnC RTF fluorescence at EC20 calcium; 0% EC20 calcium, 100% full calcium. activation, % at 7.2 µM;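 active = activation above the mean over all tested compounds plus 3 SD, cut at about 30% in these data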;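 also: rise in fluorescence read as greater calcium sensitivity of cardiac thin filaments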
SUMO Mot1 rescue = yeast Mot1-301 growth rescue at high temperature, primary screen, SUMOylation pathway inhibitor project, S. cerevisiae, ATP luminescence, 38.5C. S. cerevisiae Mot1-301 growth rescue; percent above DMSO median, 100 means doubled. growth rescue, % at 18.8 µM. 320,000 compounds, 1% hits;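 active = every valid replicate shows activation above 250% relative to neutral control wells; inactive = the rest, any valid replicate at or below 250%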;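 also: OY570 slx delta 5 strain wells were the positive control but not used for scaling; some compounds called inactive have numbers as strong as hits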
RTF Ca sens inh = cardiac RTF calcium sensitivity inhibitors, primary screen, biochemical, IANBD-TnC fluorescence, EC70 calcium; inhibition, % at 7.15 µM; IANBD-labeled cardiac RTF, Ca2+ fluorescence; Troponin I, cardiac muscle (Homo sapiens) + Troponin T, cardiac muscle (Homo sapiens) + …; 340,000 compounds, 0.12% hits; AID 493244, 2011;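 active = inhibition above the mean inhibition of all tested compounds plus 3 SD, cut at about 17% in these data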;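 also: assay run at fixed EC70 calcium of 1.6 mM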
* hit, by the source's call; u = inconclusive; x = no result given; + = active, no number.

SMILES	Rtt109 HAT inh	CDK5 p35 inh	C-LANA FP	dFosB activator	PfHsp90 yeast 2	NSD2 HMT inh	PvdQ inh	Keap1-Nrf2 PPI	cardiac RTF act	SUMO Mot1 rescue	RTF Ca sens inh
COc1ccccc1N1C(=O)c2ccccc2NC1C(OC)OC (centres undefined)	-15	0.0	-0.6	-2	x	15	1	3	0	+	-5
O=C(NCc1ccco1)C1CCCN1C(=O)Nc1ccccc1 (centres undefined)	-3	-2.3	-1.5	5	26	0	-7	-1	-1	23	-2
C[C@H]1CN([C@@H](C)CO)C(=O)Cc2cc(NC(=O)C3CC3)ccc2O[C@H]1CN(C)Cc1ccc(Oc2ccccc2)cc1	16	-0.9	-1.2	-16	-18	x	-14	-3	7	3	-9
Cc1ccc(OCC(=O)N2CCN(c3nnc(-c4ccc(C)cc4)c4ccccc34)CC2)cc1	-5	0.3	-0.2	-8	x	5	-15	-1	0	-9	-1
COc1ccc(NC(=O)C2CCCN(c3ncccn3)C2)cc1 (centres undefined)	-1	-0.4	2.1	0	16	-3	-14	-3	-1	-2	-22
O=C(NC(=S)Nc1ccc2oc(-c3cccnc3)nc2c1)c1cccc(Cl)c1	5	-0.6	1.1	-2	-5	-2	4	-1	0	-3	3
Cc1nc(-c2cccs2)sc1C(=O)O	-2	-0.8	1.6	-3	16	-1	-7	-1	10	8	1
O=C(O)CCN1C(=O)S/C(=C\c2cccnc2)C1=O	0	0.4	0.2	1	-13	-6	-4	2	-2	161	-6
O=C(N[C@H]1C/C=C\C[C@H](CC(=O)N(CCO)Cc2ccccc2)C(=O)N[C@@H](c2ccccc2)COC1=O)OCC1c2ccccc2-c2ccccc21	-3	1.3	1.9	0	-5	x	0	-2	3	x	-1
O=C(CNc1cc(S(=O)(=O)N2CCOCC2)ccc1NCC1CCCO1)Nc1cccc(F)c1 (centres undefined)	3	0.5	0.8	-4	4	3	9	-1	-4	52	-5
O=C(CC(=O)NN=C1CCCC1)NCCc1ccccc1	-2	2.4	0.3	-4	64	-3	-9	-3	-6	x	-10
Cc1ccc(C(=O)OCC(=O)N(Cc2ccccc2)C(C)C)cc1C	6	4.8	-0.3	-7	8	0	10	-1	-1	-2	4
CCOc1ccc(S(=O)(=O)N2CCN(c3ccccn3)CC2)cc1	-6	-1.1	-1.6	-12	21	3	-12	0	6	-15	-6
O=C(Nc1cccc(Cl)c1)OCc1ccccn1	8	-0.5	-0.2	-3	15	-4	6	-3	-5	105	-1
Cc1ccc2c(c1)c1c(n2CC(O)CNC2CCCCC2)CCCC1 (centres undefined)	20	0.1	2.2	-5	25	x	-14	-1	12	-17	-3
COC(=O)[C@H](CC(C)C)NC(=O)N1CCCCC1	7	0.3	-0.9	-2	26	10	-8	-5	2	-14	-5
CC(C)(C)c1ccc(C(=O)CSc2nc3ccccc3c(=O)[nH]2)cc1	-19	-0.6	-0.7	11	13	0	-8	3	-6	5	-9
CCOc1ccc(CN(C)C(C)C(=O)NCCc2ccc(F)cc2)cc1 (centres undefined)	-3	-1.9	-0.9	2	-15	x	-18	0	3	-11	-1
CCc1c(C(=O)NCCc2cccc(C)c2)[nH]c(C)c1C(C)=O	1	3.1	-1.0	-3	2	8	9	-4	-7	6	-2
Cc1ccc(C)c(N2CCN(C(=O)Cc3c(C(=O)O)[nH]c4ccc(Cl)cc34)CC2)c1	25	-0.4	-1.9	-7	-50	0	-11	2	-1	-25	-3
CCOC(=O)C1CCN(c2c(NCCCN(CC)c3ccccc3)c(=O)c2=O)CC1	2	-1.6	0.2	-9	-16	0	-14	-2	-4	5	-15
O=C(Cc1ccc(O)cc1)N/N=C/c1cccnc1	-9	0.1	-0.7	-3	-2	0	-12	2	6	5	-1
O=C(COc1ccccc1[N+](=O)[O-])N/N=C/c1ccc(OC(=O)c2ccco2)cc1	4	0.2	0.1	-6	3	-2	-7	-1	0	-9	-5
COc1cc2c(=O)n(Cc3ccccc3)c(=O)n(CC(=O)NCCc3ccccc3)c2cc1OC	0	-0.2	-0.7	1	x	x	3	-1	4	-20	6
Cc1ccc(S(=O)(=O)Nc2ccc(OCC(=O)N3CCOCC3)cc2)c(C)c1NS(C)(=O)=O	8	0.7	-1.3	-2	19	1	-8	-3	-6	0	-10

(further entries)
SMILES	Rtt109 HAT inh	CDK5 p35 inh	C-LANA FP	dFosB activator	PfHsp90 yeast 2	NSD2 HMT inh	PvdQ inh	Keap1-Nrf2 PPI	cardiac RTF act	SUMO Mot1 rescue	RTF Ca sens inh
CCc1ccc(OCC(=O)NNC(=O)CNC(=O)c2ccc(Br)o2)cc1	0	-0.9	-0.1	-1	5	0	-2	-8	0	-9	-1
CC(=O)C[C@H]1c2cc(F)ccc2S(=O)(=O)N1c1ccc(N(C)C)cc1	-1	-0.8	-1.7	-5	x	x	-2	1	-4	-7	-5
COc1ccc(CCNC(=O)CN2C(=O)c3cccc4cccc(c34)C2=O)cc1OC	-5	0.4	1.0	-1	-19	0	-19	1	-5	3	-8
O=C(Nc1ccc(N2CCOCC2)cc1)C1CC(=O)N(c2ccccc2)C1 (centres undefined)	0	-0.8	0.9	-3	0	-1	-2	5	2	-22	0
Cc1ccc(S(=O)(=O)N2CCCC2CNC(=O)c2ccc(F)c(F)c2)cc1 (centres undefined)	u	2.1	-0.9	6	11	x	13	-3	6	-3	3
CCN(c1ccccc1C)S(=O)(=O)c1cc2c3c(c1)CCN3C(=O)CC2	-1	-1.0	0.8	-3	9	0	-14	-4	-7	24	7
COC(=O)C(CC(=O)c1ccc(C)cc1)n1nc(C)cc1C (centres undefined)	-3	1.4	-1.3	0	6	-2	-15	5	1	-8	-13
CCOC(=O)N1CCN(C(=O)c2ccc3c(c2)ncn3C2CCCC2)CC1	x	-0.3	-1.0	-1	-6	1	-6	-3	7	9	-5
O=C(C1=C[C@H](C2CCCCC2)C[C@H](OCCCCO)O1)N1CCN(Cc2ccc3c(c2)OCO3)CC1	4	-1.1	2.0	-1	3	x	0	-3	-4	-14	5
O=C(N/N=C/c1ccc(F)cc1)c1ccc(-n2cnnn2)cc1	4	0.9	0.6	-3	7	0	-2	3	3	x	-7
COc1cc(/C=N/NC(=O)C2CCN(CC(O)COCc3ccccc3)CC2)ccc1O (centres undefined)	x	0.9	-1.5	4	12	0	5	1	-5	-2	8
Cc1ccccc1C=O	-8	-2.4	1.3	3	39	x	-1	0	-3	37	-4
CCOC(=O)CSc1nnc([C@@H](NC(=O)OC(C)(C)C)C(C)C)o1	0	2.6	0.7	1	-4	0	-20	-8	-2	-7	10
COc1cc2c(cc1OC)CN(Cc1ccccc1)CC2	-5	0.2	0.4	-1	-2	1	-11	-4	2	0	4
Cc1nc2ccccc2n1S(=O)(=O)c1ccc(F)cc1	-6	-0.5	-0.6	7	3	0	-9	-1	1	-3	-7
COc1cccc(N(C(=O)CS(=O)CC(=O)Nc2ccc(F)cc2)C(C(=O)NC2CCCCC2)c2cccs2)c1 (centres undefined)	3	-2.1	2.2	4	0	2	1	-1	1	-6	-3
Cc1cccc(OCC(=O)Nc2ccc(N3CCN(C(=O)c4ccccc4)CC3)cc2)c1C	-4	1.4	0.4	-3	-48	1	-12	-4	-2	1	-5
N#Cc1c(NC(=O)/C=C/C(=O)O)sc2c1CCN(Cc1ccccc1)C2	3	-5.2	5.1	-15	-8	2	-9	-5	19	76	-33
O=C(OCc1ccccc1)N1CCC2CC1c1cc(N3CCOCC3)ccc12 (centres undefined)	3	-0.6	2.2	-3	16	x	17	0	-7	x	1
O=[N+]([O-])c1ccc(NN=C2CCCCC2)c([N+](=O)[O-])c1	-2	-2.6	1.1	1	-14	1	-8	0	6	x	-8
Cc1ccc(OCC(O)CNC(=O)c2ccccc2C(=O)O)cc1 (centres undefined)	-3	-0.1	-0.1	-3	12	-4	-6	3	-12	7	-4
COC(=O)COc1ccc(S(=O)(=O)N2CCN(c3ccccc3F)CC2)cc1C	4	1.3	-1.3	-4	-18	-3	5	-2	-3	-7	-3
O=C(NCc1ccco1)c1cc(-c2ccccc2)nc2ccccc12	8	0.2	-0.6	-19	-21	x	-5	2	-2	-3	-6
COC(=O)c1ccc(CN2CCN(C3CCCC3)C(CCO)C2)cc1 (centres undefined)	3	-2.0	-0.6	-4	-7	0	-6	-4	8	-20	-5
Cc1c(NC(=O)OCCNC(=O)COc2ccc(Cl)cc2Cl)sc(=S)n1C	1	-2.1	-0.8	-5	11	2	3	-3	-2	-2	2

Next section
SMILES	Rtt109 HAT inh	CDK5 p35 inh	C-LANA FP	dFosB activator	PfHsp90 yeast 2	NSD2 HMT inh	PvdQ inh	Keap1-Nrf2 PPI	cardiac RTF act	SUMO Mot1 rescue	RTF Ca sens inh
Cc1ccc(Nc2ncnc3sccc23)c(C)c1	-2	1.5	-1.6	-2	7	-2	7	-2	-5	5	-18
CCN(CC)c1ccc(Nc2cc3n(c(=O)n2)CCc2cc(OC)c(OC)cc2-3)cc1	-1	3.8	-0.7	-6	10	26	-20	-9	3	+	-6
COCCNC(=O)CN(CCc1ccccc1)S(=O)(=O)c1ccc(Br)cc1	-1	-6.0	0.8	-3	-9	-1	-19	-6	15	-9	-5
Cc1ccccc1NC(=O)c1cnn(-c2ccccc2)c1NC(=O)c1ccco1	-12	-0.7	-0.3	-3	6	2	11	3	-2	-2	-5
Cc1ccccc1CC(=O)NCCN1CCCCC1	-7	0.4	1.8	-2	2	-1	1	-4	-6	-9	2
O=C(Cn1ncc(N2CCOCC2)c(Cl)c1=O)c1ccc(Cl)cc1	-5	-0.1	0.4	-6	-50	0	-9	2	3	-13	3
CCCCC1(CCCC)NC(=S)N(Nc2ccc(C)cc2)C1=O	-9	-2.3	0.4	-5	25	-3	-6	4	-2	9	-1
Cc1cc(C)nc(SCC(=O)Nc2ncc3c(n2)CCCC3=O)n1	-5	-0.5	-0.8	-6	x	0	-19	-2	5	8	-3
COc1ccc2sc(-c3ccc(S(C)(=O)=O)cc3)c(C(=O)NCCc3c[nH]c4ccccc34)c2c1	-2	-1.0	2.3	-3	0	x	-1	1	-6	-3	-11

High-throughput results as filed in PubChem.
